m5-HT2A agonist = activates the mouse 5-HT2A serotonin receptor; P35363; CHO-K1 mHTR2A beta-arrestin complementation, luminescence; percent of 30 µM serotonin response; activation, % at 7.6 µM; 0.66% of 360,000 active;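 active = activation above a run cutoff, the mean activation of all tested compounds plus 3 SD, cut at about 14% in these data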;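 note: 0% = plate median of compound wells and 100% = 30 µM serotonin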
HIF-2a inh = blocks HIF-2a reporter activity; inhibition, % at 18.8 µM; 786-0 RCC cells HIF-2a reporter, luciferase luminescence, overnight; 0.72% of 360,000 active;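 active = inhibition of the luminescence signal of 40% or more relative to plate controls, in a single-dose primary screen at 18.75 µM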
MITF TRPM1 inh = reduces MITF-dependent TRPM1 promoter luciferase signal; 0.83% of 330,000 active; inhibition, % at 12.5 µM; SK-MEL-5 TRPM1 promoter luciferase, 24 h; AID 488899;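 active = mean inhibition across replicates of 60% or more, whatever share of single replicates reaches that level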; note: values of inactives mirror those of a sister screen read the other way
NR2E3 ag-1 = human photoreceptor-specific nuclear receptor agonism | 0.35% of 360,000 active | AID 602229 | CHO-S Gal4-NCOR/VP16-NR2E3 two-hybrid, luciferase | inhibition of corepressor binding, % at 3.98 µM;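 active = inhibition above the mean of all tested compounds plus 3 SD, cut at about 70% in these data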;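 note: 0% = DMSO with NR2E3 transfected cells and 100% = cells lacking NR2E3 construct; higher means lower luciferase signal from less NR2E3 corepressor binding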
Target sequence (Q9Y5X4 whole entry, looked up, the tested form may be a part): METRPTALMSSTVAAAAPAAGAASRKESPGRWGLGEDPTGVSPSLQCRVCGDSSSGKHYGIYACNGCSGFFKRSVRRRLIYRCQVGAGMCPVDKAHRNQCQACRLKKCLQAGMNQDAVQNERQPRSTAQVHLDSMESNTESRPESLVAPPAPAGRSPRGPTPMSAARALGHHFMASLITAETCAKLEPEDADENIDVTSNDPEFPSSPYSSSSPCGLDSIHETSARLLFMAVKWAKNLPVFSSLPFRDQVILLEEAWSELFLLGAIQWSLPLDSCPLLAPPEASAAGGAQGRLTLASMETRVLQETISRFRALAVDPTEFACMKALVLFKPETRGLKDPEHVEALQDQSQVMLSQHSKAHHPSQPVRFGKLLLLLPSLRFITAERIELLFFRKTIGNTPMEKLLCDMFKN
Shn3 3UTR inh = inhibitors of Schnurri-3 3'UTR reporter in osteoblasts; Clone20 osteoblast Shn3 3'UTR firefly luciferase, 24 h; inhibition, % at 12.5 µM; 0.52% of 360,000 active; AID 588674;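 active = mean inhibition of at least 75% with every replicate also reaching 75%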;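 note: 0% = median of neutral control wells and 100% = pilot-screen positive control compound; some compounds past the cut are filed as inactive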
Peg3 prom inh = reduces Peg3 promoter-driven luciferase expression in HeLa. HeLa PEG-Prom luciferase reporter, luminescence, overnight. inhibition, % at 20 µM. 1.7% of 360,000 active. AID 588405;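 active = inhibition of at least 50% at 20 µM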
hiPSC survival = increases survival of single human iPS cells. survival enhancement, % at 20 µM. AID 602274. 0.044% of 360,000 active. hiPSC single-cell survival, ATPlite luminescence; 100% = ROCK inhibitor wells, 0% = DMSO; in the data active = survival enhancement above about 18%;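 note: cells exposed to compounds for 16 hours before the ATP read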
CaV13 FRET inh = Disruptors of the CACNA1D IQ motif to Ca2+-dependent inactivation inhibitor domain association, primary screening, Förster resonance energy transfer in intact living …; 0.098% of 340,000 active; HEK cells, CFP/YFP FRET ICDI-IQ, plate reader, 10 min; percent FRET-ratio fall versus neutral wells; inhibition, % at 12.3 µM; AID 743397;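 active = mean replicate inhibition of at least 30% and at least 1% of replicates passing that level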;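 note: 0% = median of the neutral control wells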
Cardio protect = myocardial damage modulation in H9c2 cells; H9c2 cardiomyocytes, H2O2 injury protection, ATPLite, 2 h; protection from H2O2 cell death, % at 20 µM; 0.63% of 360,000 active; AID 588492;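 active = compounds giving at least 50% protection of heart cells from peroxide-induced death in the single-dose screen, raw or plate-pattern-corrected value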;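 note: 0% = DMSO wells with peroxide and 100% = DMSO wells without peroxide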
PDI turbidity = inhibitors of human protein disulfide isomerase. P07237. PDI insulin aggregation turbidity, A650, 90 min. inhibition, % at 10 µM. 0.052% of 350,000 active. AID 588391;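 active = mean inhibition across replicates of 30% or more, whatever share of single replicates reach that level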;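 note: absorbance from insulin aggregation driven by PDI reduction with DTT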
Target sequence (P07237 whole entry, looked up): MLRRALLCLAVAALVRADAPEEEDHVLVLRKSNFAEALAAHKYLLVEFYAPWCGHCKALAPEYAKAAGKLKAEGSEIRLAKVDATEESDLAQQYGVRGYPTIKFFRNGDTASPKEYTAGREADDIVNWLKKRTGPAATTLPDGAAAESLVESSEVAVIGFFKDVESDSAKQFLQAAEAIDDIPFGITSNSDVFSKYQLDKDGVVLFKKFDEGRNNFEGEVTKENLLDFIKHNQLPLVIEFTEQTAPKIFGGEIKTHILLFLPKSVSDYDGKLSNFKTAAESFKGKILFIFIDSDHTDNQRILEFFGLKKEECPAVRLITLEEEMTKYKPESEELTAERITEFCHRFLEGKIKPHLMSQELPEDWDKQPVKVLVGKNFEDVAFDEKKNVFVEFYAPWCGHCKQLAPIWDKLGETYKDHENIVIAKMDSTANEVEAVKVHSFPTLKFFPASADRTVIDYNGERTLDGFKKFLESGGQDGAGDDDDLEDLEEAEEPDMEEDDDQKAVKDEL
NR2E3 ag-2 = NR2E3 (human) agonism; GST-NR2E3/biotin-RetCOR TR-FRET, 1536-well; Q9Y5X4; inhibition of corepressor binding, % at 4.78 µM; 0.12% of 320,000 active; AID 2300;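 active = percent inhibition above the cutoff of mean plus 3 SD of all tested compounds, set per screening campaign, cut at about 20% in these data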;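 note: 0% = DMSO wells and 100% = biotin wells as full block of FRET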
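Material: NR2E3–RetCOR corepressor complex / Incubation: Compound–protein incubation for 5 h at 4 °C / Dosing: compound at 4.8 µM, single dose / Detection: time-resolved FRET / Benchmarks: high control biotin, low control 0.6% DMSO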
The depositor's hits bear a star; nt = not tested or not shown; & = joins results of further samples. Rows were taken by chance. About 3.9% of those tested had a hit in this group.

SMILES	m5-HT2A agonist	HIF-2a inh	MITF TRPM1 inh	NR2E3 ag-1	Shn3 3UTR inh	Peg3 prom inh	hiPSC survival	CaV13 FRET inh	Cardio protect	PDI turbidity	NR2E3 ag-2
Cn1cc(SCC(=O)NCCc2ccccc2)c2ccccc21	-1	5	7	-44	3	-3	-1.0	-6	5	-1	5
CCOc1ccc(-n2nc3c(Cl)nnc(C)c3c2C)cc1	-2	16	-12	-11	-22	-12	-0.5	-5	-5	7	-2
O=C(CCCOc1ccc(Br)cc1)Nc1nnc(C2CC2)s1	-6	3	-1	-10	-6	11	-0.6	-5	0	-7	0
CCOCc1c(C(=O)Nc2ccccc2N2CCN(C)CC2)oc2ccccc12	-2	19	11	7	-18	16	0.3	-2	12	-2	nt
CCOC(=O)C(C)N1C(=O)S/C(=C/c2ccc3c(c2)n(C)c(=O)n3C)C1=O (stereo not given)	3	-60	-11	17	3	-63	-1.4	7	11	14	2
O=C(OCCOCCOC(=O)Oc1ccccc1)Oc1ccccc1	-3	-1	7	2	-3	-1	0.3	-6	1	3	nt
COc1ccccc1CNC(=O)C1=CCN(S(=O)(=O)c2ccc(C)cc2)CC1	7	9	-3	22	15	-6	2.1	-4	17	0	0
CCOC(=O)c1sc(=NC(=O)c2ccc(Br)cc2)n(C)c1C	3	-14	0	-9	-39	-24	-0.3	-14	2	14	4
CCCn1c(N)c(NCCN2CCOCC2)c(=O)[nH]c1=O	3	17	-3	9	-10	7	0.1	-5	-7	-5	1
O=C(NCC1(N2CCOCC2)CCCCC1)c1ccc(Cl)c(S(=O)(=O)NCc2ccco2)c1	-5	18	-5	4	-5	-3	-0.3	nt	3	-1	2
Cc1cc(=O)[nH]c(N/N=C/c2ccc(OC(=O)c3ccco3)cc2)n1	0	11	14	-15	-12	5	-1.9	-5	8	-16	3
COc1ccc(-c2cc(C(=O)Nc3ccccc3F)on2)cc1	-14	-299	-99	2	-89	-228	-0.3	-7	-8	-3	0
CCOC(=O)C1=C(C)N(C)C(=S)NC1c1ccccc1 (stereo not given)	-5	11	9	-18	-18	6	4.2	-3	3	-4	-3
O=C(COC(=O)C1CC2C=CC1C2)NCCc1ccccc1 (stereo not given)	-3	1	-5	-18	-1	-19	1.8	-3	-2	11	1
COCCN1C[C@@H](CO)O[C@@H](n2cnc3c(NCc4cc(OC)c(OC)c(OC)c4)ncnc32)C1	-2	-1	nt	-22	-13	-15	5.2	-8	4	4	nt
CCOc1ccc(/C(O)=C2/C(=O)C(=O)N(c3nc(C)c(C)s3)C2c2ccco2)cc1 (stereo not given)	1	-59	-14	-55	-51	-77	8.2	nt	-1	-2	7
CCOC(=O)C1(Cc2ccc(Cl)cc2)CCN(C2CCC2)CC1	1	10	-10	4	17	6	-0.7	-5	-5	-2	1
CCCCCc1cc(=O)oc2c(C(CCN3CCCC3)c3cc(OC)c(OC)c(OC)c3)c(OC)cc(OC)c12 (stereo not given)	-7	3	95*	20	0	102*	-2.1	-10	-16	6	1
O=C(CN1CCc2ccccc21)NN1CC(=O)N(c2ccc(Cl)cc2)CC1=O	-5	19	-1	-19	11	13	-0.4	5	4	-12	-2
COc1ccccc1C(=O)C1CCCN(C(=O)c2ccco2)C1 (stereo not given)	6	-9	5	-8	2	8	1.3	-7	6	9	-4
COP(=O)(CC(=O)c1ccccc1)CC(=O)c1ccccc1	1	12	-10	12	-19	-9	1.0	-5	4	-7	5
CCCN(CC(=O)Nc1ccccc1OC)C(=O)c1ccc(S(=O)(=O)Nc2ccccc2)cc1	2	10	1	-1	11	16	0.0	-6	-4	-5	-1
Cc1ccc(C)c(NC(=S)NNC(=O)c2cc3c(s2)CCC(C)C3)c1 (stereo not given)	2	-6	11	-4	4	-8	0.1	-17	2	4	-2
CC1(C)C(=O)Nc2ccccc2N1C(=O)COC(=O)c1ccc([N+](=O)[O-])o1	2	-3	46	4	-75	35	1.0	-5	32	-1	nt
COCCN1C(=O)N(c2cccc(C)c2)C(=O)C1CC(=O)Nc1ccc(OC)cc1 (stereo not given)	0	20	0	17	9	12	0.1	-5	7	-5	-2
O=C(O)CNC(=O)CC1S/C(=N/N=C2/NC(=O)CS2)NC1=O (stereo not given)	2	12	-15	-3	10	12	2.5	-5	12	-3	-1
O=C(N/N=C/c1cc(Cl)ccc1O)C(=O)Nc1ccccc1OC(F)(F)C(F)F	-2	-9	65*	-4	88*	60*	-0.4	nt	41	-5	1
COc1cccc(OCCOc2c(OC)cccc2OC)c1	2	-48	-16	-66	9	-13	-0.7	nt	4	-1	1
CC(NC(=O)c1ccc2c(c1)OCO2)C(c1cccs1)N1CCN(c2ccccc2)CC1 (stereo not given)	-3	-18	5	2	13	11	1.0	-5	-1	0	1
O=S(=O)(c1ccc(Cl)nc1)N1CCOCC1	8	3	-2	-19	-12	-4	0.2	-6	10	11	nt
CC(C)(C)c1ccc(C(=O)Nc2sc3c(c2C(=O)O)CCC3)cc1	2	96*	66*	46	29	24	0.4	-4	-9	-7	0
COc1ccc(NC(=O)CN2CCN(S(=O)(=O)c3ccc(Br)cc3)CC2)c(OC)c1	4	2	-3	-32	17	-15	-0.3	-3	-2	-10	1
CNS(=O)(=O)c1ccc(NC(=O)c2ccoc2C)cc1	-3	-58	-30	-10	1	-28	-0.2	-4	-3	-1	1
COc1ccc(-c2cc3nc(C)cc(C)n3n2)cc1	2	-189	-56	-151	-146	-232	-2.6	-4	-7	0	5
COc1ccccc1N/N=C(\C#N)C(=N)N1CCOCC1	-2	-9	3	-32	0	2	1.0	-5	9	-1	-1
Cc1ccc(C)c(-n2c(CNC(=O)c3ccco3)nnc2SCC(=O)Nc2nccs2)c1	0	4	3	-2	2	12	-3.0	-4	4	-2	1
COc1ccc(S(=O)(=O)N2CCOCC2)cc1NC(=O)CN1C(=O)NC2(CCC(C)CC2)C1=O (stereo not given)	-2	14	nt	18	-81	-1	1.5	-5	0	3	nt
CN(C)/C=C(\C#N)C(=O)c1cccnc1Oc1ccc(F)cc1F	2	16	-3	5	-7	0	3.3	-10	3	-4	-1
CCN(CC(=O)Nc1ccc(NC(C)=O)cc1)C(=O)/C=C/c1ccc2c(c1)OCO2	-5	-8	3	-15	11	-5	0.0	-6	0	-9	2
O=C(CCNS(=O)(=O)c1ccc(Cl)cc1)N1CCCC1	3	20	-1	17	2	6	0.2	-6	-2	-2	6
O=C1c2oc3ccc(F)cc3c(=O)c2C(c2cccc(O)c2)N1CCCN1CCOCC1 (stereo not given)	3	6	-3	-20	10	-2	0.8	12	11	nt	3
COc1cc2oc(=O)cc(-c3cccc(-c4ccc(C(F)(F)F)cc4)c3)c2c(OC)c1OC	-1	5	3	-4	1	16	1.7	-5	-14	2	nt
O=C(COC(=O)c1ccco1)c1ccc2ccccc2c1	-4	-23	-26	-4	-30	-46	2.9	-5	-5	6	1
C=CCc1ccc(OCCOCCNCCCC)c(OC)c1	-4	17	-5	11	-6	18	-3.4	-5	-2	3	-2
CCOc1cccc(CN2CCC(n3nccc3NC(=O)C3CCCC3)CC2)c1	-8	12	12	3	-1	4	-0.2	-6	1	10	3
C=CCN(CC=C)S(=O)(=O)c1ccc(NC(=S)NC(=O)/C=C/c2cccc3ccccc23)cc1	-6	18	-2	-17	-6	5	-2.3	-3	-8	-5	1
COc1ccccc1NC(=O)CSc1nncs1	-3	9	3	-5	2	0	0.8	-5	7	7	nt
Cc1ccc(CN2CCN(Cc3ccc(-n4cccn4)cc3C)CC2CCO)cc1 (stereo not given)	3	12	4	2	30	-1	-1.3	-4	4	-5	6
Cc1noc(NS(=O)(=O)c2ccc(N3Cc4ccccc4C3=O)cc2)c1C	-5	-26	-5	-26	-7	2	0.0	nt	1	3	1
Cc1ccc(N(Cc2ccccc2F)S(C)(=O)=O)cc1C	7	2	-6	-3	1	18	1.7	-7	1	0	-1
CSc1ncccc1C(=O)OCC(=O)NC1CC1	-1	12	0	6	59	-14	-0.4	-7	1	3	nt
N/C(=N\OC(=O)/C=C/c1ccccc1Cl)c1ccccn1	-2	-22	10	-157	0	-53	-2.1	-3	-21	2	1
CCc1ccc(/C=C2/C(=O)N(c3ccccc3)C(=S)N2CC(=O)OC)s1	2	26	17	-19	9	28	-0.5	-22	-2	9	0
CCOC(=O)c1c(C)[nH]c(C(=O)COC(=O)CCNS(=O)(=O)c2ccc(NC(C)=O)cc2)c1C	3	12	15	-26	6	10	-2.3	-3	-6	-4	nt
COC(=O)Cc1csc(N)n1	-5&3	7&5	7&-1	16&1	-15&9	5&-4	0.0&5.1	-4	-10&-5	-4&1	1&-1
COc1ccccc1N=Cc1nc(-c2ccccc2)oc1OC(C)=O	-4	-6	22	-1	-48	8	-2.1	-6	13	-4	5
O=C1C(Nc2ccccc2)=CC(c2ccc(O)cc2)N1c1ccccc1 (stereo not given)	-1	-106	-15	-11	nt	-9	-0.3	-2	49	-2	1
O=C(c1ccc([N+](=O)[O-])cc1)n1nc(-c2ccccc2)nc1NCc1ccccc1	-1	-105	-17	-27	-11	-93	5.7	-6	0	-17	0
CC(O)CNc1nc2sc3c(c2c(=O)n1CCc1ccccc1)CCCCC3 (stereo not given)	0	-164	-33	-66	-12	-85	-1.3	-2	16	8	1
O=[N+]([O-])c1ccc(S(=O)(=O)c2cccc(C(F)(F)F)c2)nc1	-7	52*	83*	-19	nt	100*	0.7	nt	-18	27	0
Other structures
SMILES	m5-HT2A agonist	HIF-2a inh	MITF TRPM1 inh	NR2E3 ag-1	Shn3 3UTR inh	Peg3 prom inh	hiPSC survival	CaV13 FRET inh	Cardio protect	PDI turbidity	NR2E3 ag-2
CC(CCc1ccccc1)NC(=O)C1CCN(S(=O)(=O)c2cnc[nH]2)CC1 (stereo not given)	-1	19	-10	-21	-40	7	0.6	-6	0	5	0
COc1cc(-c2cc(C(=O)Nc3ccc(S(=O)(=O)Nc4ncccn4)cc3)c3ccccc3n2)cc(OC)c1OC	2	16	6	-10	-3	-2	0.0	-3	-4	3	-1
CCCCNC(=O)COC(=O)c1c2c(nc3ccccc13)CCC2	10	14	-4	-17	30	10	-0.1	-3	35	3	0
N#Cc1cccnc1N1CCN(C(c2ccnc3ccccc23)c2nnnn2-c2ccc3c(c2)OCCO3)CC1 (stereo not given)	1	-6	nt	-19	nt	nt	0.2	-8	nt	nt	nt

Full records from above. Order of screens: m5-HT2A agonist | HIF-2a inh | MITF TRPM1 inh | NR2E3 ag-1 | Shn3 3UTR inh | Peg3 prom inh | hiPSC survival | CaV13 FRET inh | Cardio protect | PDI turbidity | NR2E3 ag-2
N#Cc1cccnc1N1CCN(C(c2ccnc3ccccc23)c2nnnn2-c2ccc3c(c2)OCCO3)CC1 (stereo not given) across the screens: 1 | -6 | nt | -19 | nt | nt | 0.2 | -8 | nt | nt | nt
COc1cc(-c2cc(C(=O)Nc3ccc(S(=O)(=O)Nc4ncccn4)cc3)c3ccccc3n2)cc(OC)c1OC across the screens: 2 | 16 | 6 | -10 | -3 | -2 | 0.0 | -3 | -4 | 3 | -1

Assay outcomes (PubChem)
